Compound activity as filed in PubChem BioAssay.
HepG2 tox – counter-screen for TGF-b inhibitors: cytotoxicity in HepG2 cells; HepG2 CAGA-GFP viability, ATP luminescence, 18 h; Potency, µM (series often up to 46.1 µM), for inactives: top-dose activity change, negative = cytotoxicity, hits mostly cytotoxic; 410,000 tested, 0.76% active; AID 588856; further: potency means the concentration at half of the fitted maximal effect; some results filed as inactive show a strong effect at the top dose
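CellTiter-Glo luminescence gave cytotoxicity after 18 hours at 37 degrees C. The cells were HepG2 CAGA-GFP in 1% FBS DMEM, stimulated with 500 pg/mL TGF-beta after compound addition. %Activity was normalised to no-cell wells (complete cell-killing) and DMSO (no toxicity), and curves were fitted and classified.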
Akt phos inh – Akt phosphorylation inhibition. Neuro2A IGF-stimulated pAkt S473 HTRF, 20 min; hits give low values. activity change, % for hits at 50 µM. 360,000 tested, 0.32% active. AID 651550; in the data active means activity change below about -80%; inconclusive means mostly about -51% to -80%; further: on the % scale 0 is the no-effect control and ±100 the full control effect
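Neuro2A cells (4,500/well, DMEM with 0.5% FBS) were treated with compound at a single 50 µM final concentration, stimulated with 6 nM IGF for 20 min at 37 °C, and lysed. Phospho-Akt Ser473 was read by HTRF as 665/615 ratio ×10^4.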
CCT modulator – changes cytosolic chaperonin activity; purified chaperonin ATPase assay, HTRF ADP detection, 30 min; activity change, % (test concentration not listed), hits read low; 360,000 tested, 0.3% active; AID 651819; in the data active means activity change below about -30%; further: on the % scale 0 is the no-effect control and ±100 the full control effect
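Enzyme 40 or 20 nM (batch-dependent) in Tris pH 7.4/KCl/MgCl2/DTT; cpd 76 uM single point; ATP 10 uM; 30 min 37 °C; Transcreener ADP HTRF detection, 30 min RT; ratio 665/615.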
TGFb SMAD3 inh – blocks TGF-b signaling; HepG2 CAGA-GFP TGF-b/SMAD3 reporter, GFP fluorescence, 18 h; TGF-beta stimulated, 500 pg/mL final; Potency, µM (highest dose often 46.1 µM), for the others: at the top dose activity, negative = inhibition, most hits filed as inhibitors; 410,000 tested, 1.2% active; AID 588855; further: potency means the concentration at half of the fitted maximal effect; on the % scale 0 is the no-effect control and ±100 the full control effect; nearly all actives have a fitted effect of over 65% in size
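HEPG2 CAGA-GFP cells (1000/well, DMEM with 1% FBS) were pre-incubated 2 h at 37 degrees C, given compound by pin tool, then stimulated with TGF-beta at 500 pg/mL final for 18 h before per-cell GFP fluorescence imaging.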
ATXN viability – reduces viability in counter-screen for ATXN expression inhibitors; S2 cells (HEK-293 line with an ATXN2-luciferase reporter) viability, CellTiter-Fluor protease fluorescence, 24 h; Potency, µM (doses to about 56.7 µM), usual class: cytotoxic; 400,000 tested, 0.49% active; AID 651635; further: potency means the concentration at half of the fitted maximal effect; nearly all actives have a fitted effect of over 40% in size
Nrf2 block – inhibitors of Nrf2 signaling; A549 ARE-Fluc reporter, luciferase luminescence, 18-24 h; 360,000 tested, 2.1% active; Potency, µM (highest dose often 46 µM), without a hit: at the highest dose activity change, negative = inhibition, usual class: inhibitors; further: potency means the concentration at half of the fitted maximal effect; on the % scale 0 is the no-effect control and ±100 the full control effect; nearly all actives have a fitted effect of over 60% in size
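Nrf2 function is reported as luminescence of an ARE-controlled luciferase in A549 cells. Compounds were tested at several concentrations, and a CellTiter-Fluor read on the same wells flagged cytotoxicity.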
MmCpn inh – M. maripaludis TRiC chaperonin inhibition | purified Mm-Cpn ATPase, ADP Transcreener TR-FRET | Potency, µM (series often up to 76.9 µM), without a hit: top-dose activity, negative = inhibition, usual class: inhibitors | 330,000 tested, 0.031% active | AID 504842; further: potency means the concentration at half of the fitted maximal effect; on the % scale 0 is the no-effect control and ±100 the full control effect; nearly all actives have a fitted effect of over 80% in size
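ATP (10 uM final) was added to archaeal chaperonin (25 nM final) after 10 min exposure to test compound at 37°C; after 30 min further incubation, ADP was detected by competitive TR-FRET.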
Nrf2 ARE act – activates Nrf2 signaling; AREc32 ARE-luciferase reporter (MCF7-derived line), luminescence, 24 h; Potency, µM (top dose mostly 46.1 µM), inactives show at the top dose activation, hits mostly activators; 410,000 tested, 0.31% active; further: potency means the concentration at half of the fitted maximal effect; % of control where 0% means no effect; nearly all actives have a fitted effect of over 65% in size
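Luciferase luminescence (Steady-Glo, 30 min at room temperature) served as the read-out of ARE activation in AREc32 cells treated with compounds for 24 hr at 37 deg C.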
A549 viability – A549 cytotoxicity, counter-screen for Nrf2 inhibitors; 390,000 tested, 0.16% active; A549 ARE-Fluc cells, CellTiter-Fluor viability, 18-24 h; Potency, µM (series often up to 46 µM), inactives show top-dose activity change, negative = cytotoxicity, most hits filed as inhibitors; further: potency means the concentration at half of the fitted maximal effect; on the % scale 0 is the no-effect control and ±100 the full control effect
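A549 ARE_Fluc cells in 5% FBS OPTI-MEM were exposed to compounds in concentration-response for 18-24 h at 37 deg C. Viability was read by CellTiter-Fluor fluorescence (Ex 405/Em 525) after 30 min, before the luciferase read.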
The depositor's hits bear a star; i = inactive; ? = inconclusive; . = no result given; & = joins results of further samples; [ ] = another dose, or the depositor's remark. Unless noted, the call rests on the fitted dose curve; in most records, active means well fitted curve in the direction sought with a large enough effect; inconclusive means small, poorly fitted or top-dose-only effect, or another doubt; inactive means no such curve, though single readings can be large; an effect the other way counts as inactive or inconclusive. Rows were taken by chance; overall some 4.4% were active at least once.

SMILES	HepG2 tox	Akt phos inh	CCT modulator	TGFb SMAD3 inh	ATXN viability	Nrf2 block	MmCpn inh	Nrf2 ARE act	A549 viability
O=C(NC(=S)N1CCN(c2ccccc2)CC1)c1ccc(S(=O)(=O)N2CCOCC2)cc1	0%	i	-3.2	-12%	i	-8%	-2%	-0.8%	-3%
O=C(CCSc1ccccc1)N1CCN(c2ccccc2)CC1	-2%	i	2.0	-22%	i	?	0%	2.4%	3%
CCCn1cnc2scc(-c3ccc(C)cc3)c2c1=O	-3%	i	-0.3	-12%	i	1%	-1%	-0.2%	0%
O=C(NC(C(=O)N/N=C/c1ccccc1)c1n[nH]c(=O)c2ccccc12)c1ccccc1 (configuration not stated)	2%	i	-1.6	-20%	i	1%	?	0.4%	-8%
Oc1ccc(C[C@H]2CN([C@@H](Cc3ccc(O)cc3)CN3CCC[C@@H]3CN3C(=S)NC[C@@H]3Cc3ccccc3)C(=S)N2CC2CCCCCC2)cc1	-45%	i	1.8	10µM*	8.9µM*	.	.	-3.0%	.
Cc1nn(Cc2ccc(Cl)c(Cl)c2)c(C)c1NC(=O)c1cc(-c2ccc3c(c2)OCO3)on1	-102%	i	-1.7	?	i	12µM*	0%	3.8%	?
Cc1ccc(S(=O)(=O)CNC(=S)c2cccc(Cl)c2)cc1	-4%	i	0.6	?	i	3%	0%	0.6%	1%
O=C(O)CC(NC(=O)c1cccc(F)c1)c1ccc(OC2CCCC2)cc1 (configuration not stated)	-8%	i	0.6	1%	i	-1%	-1%	-0.3%	-11%
O=C(CSCc1ccc(F)cc1)N1CCN(c2ccccc2F)CC1	-13%	.	.	-4%	.	.	.	4.2%	0%
COC(=O)c1c(C)[nH]c(C(=O)C(C)OC(=O)C2CC(=O)N(c3ccc(C)cc3)C2)c1C (configuration not stated)	-9%	i	-0.8	-9%	i	3%	2%	5.2%	-6%
Cc1cccc(N2CCN(Cc3c(C)n(C)n(-c4ccccc4)c3=O)CC2)c1C	-26%	i	-0.8	19%	i	20%	-2%	-0.8%	25%
O=C(Oc1ccc(/C=N/Nc2ccccc2)cc1)c1ccccc1	-3%	i	-2.9	4%	i	?	0%	5.0%	-4%
Cc1ccc(/C=C/C(=O)OCC(=O)NC(C)C)o1	-5%	i	-4.8	5%	i	-5%	?	?	12%
CC(=O)Nn1cc2c(c1-c1ccccc1)c(=O)n(C)c(=O)n2C	-1%	i	-2.0	6%	i	13%	-1%	0.3%	11%
CC(=O)c1ccc(N2CCN(C(=O)/C=C/c3ccc(S(=O)(=O)NCc4ccco4)cc3)CC2)cc1	-16%	i	-0.1	-9%	i	?	-5%	3.4%	-9%
COCCN1C(=O)N(c2cccc(OC)c2)C(=O)C1CC(=O)Nc1cccc(F)c1 (configuration not stated)	11%	i	0.6	9%	i	7%	3%	-0.3%	4%
CCc1nn(CC(=O)NCCN(CC(C)C)CC(C)C)c(=O)c2cc3sc(C)cc3n12	-4%	.	.	0%	.	4%	.	-0.1%	8%
O=C(Nc1cccc(Cl)c1)C1C2C=CC3(O2)C1C(=O)N(CCN1CCCCC1)C3C(=O)NC1CCCCC1 (configuration not stated)	-12%	i	-1.5	1%	?	-3%	1%	4.5%	-25%
Cc1cc(N)c2ccccc2n1	-6%	i	-3.7	7%	i	7%	0%	0.5%	-11%
O=C(CSc1nc2ccccc2c(=O)n1-c1ccc(F)cc1)Nc1ccc2c(c1)CCC2	-26%	i	-2.3	0%	i	-28%	1%	3.0%	-8%
CC1Sc2ccc(C(=O)O)cc2NC1=O (configuration not stated)	-25%	i	-2.4	2%	i	13%	-1%	0.0%	1%
Cc1ccc(NC(=O)CC2Oc3ccc(C)cc3NC2=O)c(C)c1 (configuration not stated)	-22%&-11%	i	0.0	1%&-25%	i	5%&-5%	0%	-0.6%&-0.5%	2%&-9%
CCCn1c(=S)[nH]c2sc3c(c2c1=O)CCCC3	-5%	i	0.9	3%	i	?	-4%	-0.3%	-18%
CCCOC(=O)c1cccc(NC(=O)COc2ccc([N+](=O)[O-])cc2)c1	3%	i	0.3	-15%	i	?	-8%	0.7%	-24%
CCN(CC)C(=O)c1sc2c(c1C)c(=O)n(-c1ccc(OC)cc1OC)c(=O)n2CC(=O)c1ccc(Cl)cc1	7%	.	.	28%	i	.	.	3.9%	1%
Cc1ccc2nc(C3CCN(C(=O)c4ccco4)CC3)[nH]c2c1	2%	i	1.8	3%	i	10%	0%	1.8%	-4%
CCS(=O)(=O)N1CCN=C1SC(C)c1ccccc1 (configuration not stated)	-40%	i	-0.2	7%	i	6%	1%	-0.2%	13%
Cc1ccc(CN2CC(N3CCC(c4ccccc4)CC3)CS2(=O)=O)cc1 (configuration not stated)	-18%	i	-1.1	-35%	i	.	.	-0.6%	.
Cc1ccc(C(=O)N/N=C2\CC3CC=CC23)c(C)c1 (configuration not stated)	28%	i	-1.5	-4%	i	4%	1%	0.5%	6%
COc1ccc(OCc2nnc(SCC(=O)c3ccccc3)o2)cc1	-5%	i	-0.6	9%	i	-27%	-2%	8.2%	-2%
Cc1ccsc1-c1cc2nc(NCCCN(C)C)n(C)c(=O)c2s1	-18%	i	1.2	6%	i	.	.	8.7%	.
CC(C)(C)NC(=O)c1cccc(NC(=O)Cc2ccc(Br)cc2)c1	-10%	i	-5.5	-4%	i	-19%	1%	0.2%	-2%
Clc1ccccc1-c1nnc2sc(-c3ccccn3)nn12	-17%	i	-1.2	7%	i	1%	-1%	0.5%	-3%
COc1cc2c(cc1OC)-c1cc(OCc3ccccc3Cl)nc(=O)n1CC2	1%	i	-3.1	-7%	?	?	-3%[15.4 µM]	0.6%	0%
O=C(COC(=O)c1ccc(O)cc1)NCCc1c[nH]c2ccccc12	1%	i	-2.2	-8%	i	-3%	-2%	-0.8%	4%
COC(=O)c1ccccc1NC(=O)C1CCN(c2ncnc3c2nc2n3CCCCC2)CC1	1%	i	-2.0	7%	i	?	1%	-1.2%	-8%
CSC(=Nc1ccccc1)C1=C(O)COC1=O	19%	i	4.6	25%	i	.	0%	-0.2%	2%
O=C1CCCc2c1nc(-c1ccc([N+](=O)[O-])cc1)n2O	-3%	i	0.0	0%	i	13%	1%	-0.1%	-13%
C=CCn1c(COc2ccccc2)nc2ccccc21	-24%	i	-2.5	-24%	i	8%	0%	4.3%	1%
COc1ccc(C(=O)N2c3ccc(C)cc3C(C)(c3ccccc3)CC2(C)C)cc1 (configuration not stated)	-23%	.	.	?	.	-29%	.	4.4%	13%
N=c1c2cn[nH]c2nc(SCC(=O)c2ccc(Br)cc2)n1-c1ccc(Br)cc1	-12%	i	-3.1	4%	i	30%	-18%	3.0%	1%
Cc1nn(C)c(C)c1/C=C(\C#N)C(N)=O	-12%	i	-0.9	9%	i	-11%	1%	0.3%	-1%
COC(=O)c1ccc(C(=O)OC)c(NC(=O)N2CC3CCCN3c3ccccc32)c1 (configuration not stated)	0%	.	.	-13%	.	14%	.	6.9%	14%
COCCCn1c(=N)c(C(=O)NCC2CCCO2)cc2c(=O)n3cc(C)ccc3nc21 (configuration not stated)	-2%	.	.	-4%	.	10%	.	0.2%	?
COc1ccc2[nH]c(=O)c(CN(C(=O)NC3CCCCC3)C3CCCC3)cc2c1	-3%	i	-0.3	-6%	i	11%	1%	-0.3%	-17%
COc1ccc(NC(=O)c2ccc3ccccc3n2)cc1S(=O)(=O)N1CCCCC1	1%	i	-0.8	5%	?	?	0%	0.2%	-17%
Cc1ccc(NC(=O)C2(C)CCN2C(=O)C2CCCCC2)cc1C (configuration not stated)	-18%	i	1.5	-21%	i	.	.	3.9%	.
O=C(O)CCC(C(=O)O)N1C(=O)C2C3CCC(C3)C2C1=O (configuration not stated)	-3%	i	-2.1	-7%	i	.	.	-0.7%	.
CC(C)(ONC(=O)Nc1ccccc1Cl)C(=O)O	11%	i	-0.7	17%	i	-1%	0%	-0.2%	-1%
Cc1cccc(C)c1NC(=O)C(NC=O)c1ccccc1 (configuration not stated)	-14%	i	-1.7	-19%	i	.	1%	-0.1%	8%
CCCNC(=O)C1CN(C(=O)c2nn(Cc3ccccc3)c(=O)c3ccccc23)c2ccccc2O1 (configuration not stated)	-1%	i	-3.1	-13%	i	?	-18%	2.6%	-12%
COc1ccc([N+](=O)[O-])cc1NC(=S)NC(NC(C)=O)C(Cl)(Cl)Cl (configuration not stated)	-24%	i	-2.2	-27%	i	-3%	0%	0.3%	-1%
O=C(O)c1cc2c(cc1Cl)N1CCCCCC1=NS2(=O)=O	0%	i	-0.6	-12%	?	-3%	4%	0.1%	-6%
O=S(=O)(CCN1CCSCC1)c1ccc(Cl)cc1	24%	i	1.4	5%	?	-15%	-4%	21%	-8%
O=C(NC1CCCC1)c1n[nH]c2ccccc12	5%	i	-3.4	9%	.	18%	-3%	3.1%	0%
N#CC1(Cc2ccccc2)c2ccccc2C=CN1C(=O)c1ccccc1 (configuration not stated)	6%	i	-1.0	3%	i	1%	-1%	1.5%	7%
Cc1ccc(/C=[N+](\[O-])c2ccc(N(C)C)cc2)c2nsnc12	14µM*	i	0.2	7.9µM*	?	?	-145%	0.4%	-27%
